High-throughput results: PubChem BioAssay, Broad Institute
DENV2 CPE rescue: inhibitors of DENV2 cytopathic effect; 350,000 tested, 1.7% active; CPE inhibition, % at 9.99 µM; DENV2-infected cells, cytopathic effect rescue, plate reader; AID 651640; in the data active = CPE inhibition above about 20%, passing the limit was not always enough; inconclusive = no clear call, values can overlap the other calls; tested in BHK-21 cells;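 also: 0% = median of neutral control wells and 100% = median of positive control wells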
LGR2 antag: Drosophila LGR2 receptor signaling inhibition; HEK293 LGR2, CRE-luciferase, bursicon-stimulated, 4 h; inhibition, % at 9.99 µM; 380,000 tested, 0.35% active; AID 720647;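 active = drop in luminescence signal, shown as inhibition above about 50% in the replicate tests, limit read from the data, passing the limit was not always enough; inconclusive = probably only some replicates passing the limit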;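 also: agonist challenge used bursicon conditioned medium at about half maximal strength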
EWS-Fli inh: blocks EWS/Fli oncoprotein-driven transcription | AID 651661 | A673 NR0B1-luciferase reporter, viability-normalised | inhibition, % at 12.6 µM | 350,000 tested, 0.67% active;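 active = mean inhibition of at least 50% after viability correction, with every replicate also passing that limit; inconclusive = mean reaches 50% but only one of two replicates passes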;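 also: firefly luciferase signal divided by Alamar Blue viability fluorescence both relative to DMSO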
PAX8 inh HTS: PAX8 transcriptional activity inhibition | RMG-I TPO-luciferase reporter, SteadyGlo, 24 h | AID 652154 | inhibition, % at 12.6 µM | 360,000 tested, 1.2% active;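 active = mean replicate inhibition at least 60% with every replicate also reaching 60%; inconclusive = only one of the two criteria is met; inactive = mean below 60% and not all replicates reaching 60%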;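 also: luciferase light reporting Pax8 driven TPO promoter activity; plate controls were median of neutral control wells for no effect and mitoxantrone controls for full effect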
Casp6 inh: inhibitors of human caspase-6. inhibition, % at 12.5 µM. 350,000 tested, 0.53% active. purified caspase-6, Z-VEID-R110 cleavage fluorescence. P55212;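 active = mean inhibition across replicates at least about 35%, with every replicate also reaching that limit, limit read from the data; inconclusive = only one of the two criteria met; inactive = neither criterion met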;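 also: 0% = median of neutral control wells and 100% = no fluorescence left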
Target sequence (P55212 24-179 limits assumed): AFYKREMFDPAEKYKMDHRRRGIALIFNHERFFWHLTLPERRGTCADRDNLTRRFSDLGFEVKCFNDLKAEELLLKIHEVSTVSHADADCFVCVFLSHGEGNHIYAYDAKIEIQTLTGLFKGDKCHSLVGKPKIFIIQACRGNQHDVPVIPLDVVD
Target sequence (P55212 194-293 limits assumed): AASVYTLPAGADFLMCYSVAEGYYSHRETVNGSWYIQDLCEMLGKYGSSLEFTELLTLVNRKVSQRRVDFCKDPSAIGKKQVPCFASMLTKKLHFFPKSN
SIRT5 inh: inhibitors of human sirtuin-5 desuccinylase; Q9NXA8; Purified SirT5, succinyl-peptide AMC, trypsin-coupled fluorescence; 330,000 tested, 1.1% active; AID 652115; inhibition, % at 15 µM; in the data active = inhibition above about 15%; inconclusive = no clear call, values can overlap the other calls
Target sequence (Q9NXA8 whole entry, looked up): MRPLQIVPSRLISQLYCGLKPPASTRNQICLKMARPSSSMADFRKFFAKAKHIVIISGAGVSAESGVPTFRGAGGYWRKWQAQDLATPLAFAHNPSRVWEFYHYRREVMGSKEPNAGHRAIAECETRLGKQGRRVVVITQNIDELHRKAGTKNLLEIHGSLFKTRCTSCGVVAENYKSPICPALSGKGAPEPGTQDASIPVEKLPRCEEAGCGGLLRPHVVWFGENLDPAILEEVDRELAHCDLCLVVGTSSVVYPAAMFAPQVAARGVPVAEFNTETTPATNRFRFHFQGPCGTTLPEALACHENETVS
ARNT TACC3 PPI: disrupts binding between human ARNT and TACC3; Q9Y6A5; 390,000 tested, 0.66% active; AlphaScreen His-ARNT PAS-B/GST-TACC3 binding, luminescence; TACC3 fragment carries E629A point mutation; inhibition, % at 9.99 µM;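 active = mean inhibition of replicates at least 50% and at least half of replicates each reaching 50%; inconclusive = half or more replicates reach 50% but mean below 50%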;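 also: 0% = complete ARNT plus TACC3 wells and 100% = ARNT alone without TACC3; many hits fall short of the cut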
* marks the source's active call; other numbers are inactive results; ? = inconclusive; / = not tested or not shown; & = joins results of further samples. No enrichment for hits. Share with any hit: about 4.9%.

SMILES	DENV2 CPE rescue	LGR2 antag	EWS-Fli inh	PAX8 inh HTS	Casp6 inh	SIRT5 inh	ARNT TACC3 PPI
CCn1c(NC(=O)C(C)C)c(-c2ccccc2)c(=O)c2ccccc21	-7	2	6	4	-1	3	/
COc1ccc(/C=C/C(=O)N(CCC(N)=O)c2ccccc2)cc1S(=O)(=O)N1CCOCC1	?	15	8	13	0	2	-3
C=CCn1c(O)c(N=NC(=O)CNC(=O)Cc2ccccc2)c2ccccc21	6	10	5	-2	2	-1	1
COc1ccc(OC(=O)COc2cccc(C)c2)cc1	-1	-1	9	17	5	-3	-21
CC(=O)OC1CCC2(C)C3=CCC4(C)C(C(C)=O)=CCC4C3CCC2C1 (centres undefined)	-6	-15	0	-24	22	-2	2
CN(C)CCN(C(=O)c1ccc2ccccc2c1)c1nc2cc3c(cc2s1)OCO3	-4	-10	-22	-46	0	0	/
COc1cc(CNCc2cccnc2)ccc1OCC(=O)NC1CCCCC1	16	23	7	-2	-3	/	-2
CSc1nc2ccc(NC(=O)C3=NNC(=O)CC3)cc2s1	-7	-39	-1	-1	0	4	1
COc1ccc(S(=O)(=O)Nc2ccc3c(c2)C(=O)N([C@H](C)CO)C[C@H](C)[C@H](CN(C)CC2CC2)OCCCC[C@@H](C)O3)cc1	1	2	-11	7	1	0	6
O=C(O)c1ccccc1NSc1ccccc1[N+](=O)[O-]	/	10	9	13	3	-1	3
O=c1c2ccccc2n(CC(O)CN2CCCCC2)c2ccccc12 (centres undefined)	-2	-1	0	-20	-1	-25	0
CCc1c(C)sc(NC(=O)c2ccco2)c1C#N	1	-28	-17	-59	6	-4	-6
COc1cccc(N2C(=O)Nc3ccc(Br)cc3C2(O)C(=O)NCCCN(C)C)c1 (centres undefined)	-2	0	-11	-13	1	-1	15
O=C(COC(=O)CCC(=O)c1cccs1)Nc1ccc(Cl)cn1	3	2	-11	21	2	1	-6
C[C@@H]1CN([C@H](C)CO)S(=O)(=O)c2ccc(-c3cncnc3)cc2O[C@H]1CN(C)Cc1cncnc1	4	-1	8	-13	-1	-6	-6
O=C([C@H]1[C@H](CO)[C@H]2Cn3c(cccc3=O)[C@H]2N1CC1CC1)N1CCc2ccccc2C1	0	-6	-10	/	2	5	9
C[C@@H]1CN([C@H](C)CO)C(=O)Cc2cc(NC(=O)Nc3ccc4c(c3)OCO4)ccc2O[C@H]1CN(C)C(=O)Nc1cccc2ccccc12	?	-13	-33	-10	2	0	/
Cn1cnc(CCNC(=O)C[C@H]2CC[C@@H]3[C@H](COC[C@@H](O)CN3C(=O)Nc3ccc(Cl)cc3)O2)c1	-6	-14	-11	-18	-1	4	38
CN(C)C(=O)c1cccc(-c2ccc([C@H]3[C@H](CO)N4CCCCN(C(=O)C5CCCC5)C[C@@H]34)cc2)c1	?	/	-13	9	0	2	-6
Cc1nnc2n1N=C(c1ccc3c(c1)NC(=O)CO3)CS2	3	-10	3	27	1	-1	/
COc1ccc(S(=O)(=O)N2CCC(C(=O)NCCc3c[nH]c4ccccc34)CC2)cc1	2	5	21	-12	0	-2	7
COc1ccc(-c2nn(Cc3ccccc3)cc2C(=O)N2CCN(c3ccccn3)CC2)cc1OC	-8	-13	5	4	2	-3	2
CNC(=O)c1c(Cl)cnn1-c1ccc(F)cc1	0	-9	-52	-66	1	-3	2
COc1cc(S(=O)(=O)N2CCOCC2)ccc1NC(=O)CN1c2cccc3cccc(c23)S1(=O)=O	-1	4	-3	-10	-3	1	-3
CCOC(=O)c1cnc2c(CC)cccc2c1NCCN1CCOCC1	10	-7	4	-5	-31	-1	-10
COC1CCN(C(=O)c2ccc3oc(Cc4ccc(Cl)cc4)nc3c2)CC1	3	5	-17	-26	0	-1	0
CC[C@]12c3[nH]c4cc(-c5ccco5)ccc4c3CCN1C(=O)[C@@H](CC(=O)NCCCOC)C[C@@H]2C(=O)N1CCN(C(=O)c2ccco2)CC1	0	34	5	2	2	-4	16
NC(=O)/C(=C/c1ccco1)C(N)=S	-4	27	-3	16	35*	17*	6
CN(C(=O)c1ccc(NC(=O)Cc2ccc(NC(=O)C3CCN(C(=O)c4ccccc4)CC3)cc2)cc1)C1CCCC1	6	-4	-8	-13	-1	-1	-3
C=CCn1c(C)cc(C(=O)COC(=O)C2CC(=O)N(CCc3ccc(OC)c(OC)c3)C2)c1C (centres undefined)	-2	4	-1	-7	0	-7	6
S=C(NCCCCc1ccccc1)NCc1ccccc1	0	3	/	-1	-2	0	-14
CCN(c1ccccc1)S(=O)(=O)c1ccc(C(=O)Nc2cccc(NC(C)=O)c2)cc1	4	-1	4	13	3	-2	2
CCc1ccc(CN2CCCC(C(=O)Nc3ccc(-c4cscn4)cc3)C2)o1 (centres undefined)	0	0	12	-16	/	-3	-2
N#CCc1ccccc1C(=O)OCC(=O)N(Cc1ccccc1)Cc1ccccc1	1	14	0	2	1	-2	2
COc1ccc(Cc2nnc(NC(=O)C3CC(=O)N(c4ccccc4C)C3)s2)cc1OC (centres undefined)	-8	1	7	-8	-2	-1	0
COc1ccccc1CNC(=O)C(=O)NCCC1CCCCN1S(=O)(=O)c1ccc(C)cc1 (centres undefined)	5	-6	7	14	1	-3	-20
COc1ccc(NC(=O)Nc2cccc3c2O[C@H](CN(C)S(C)(=O)=O)[C@@H](C)CN([C@H](C)CO)C3=O)cc1	-2&17	0&14	8&-14	-17	1&3	0	-6&5
Cc1cc(C)nc(NC(=O)CSc2nc3ccccc3s2)n1	3	20	-71	/	0	-3	-11
COC(=O)C(CCSC)NC(=O)c1cc2c(n(-c3ccccc3)c1=O)CC(C)(C)CC2=O (centres undefined)	/	-8	/	14	/	/	3
CC1=C(C(=O)N(C(C)C)C(C)C)CC(CC(=O)NCCCN(C)C)C(=O)N1Cc1ccccc1 (centres undefined)	-11	-1	3	-2	-8	-5	/
COCCNC(=O)COc1ccc(C)cc1C(=O)c1cc(C#N)c(=O)n(C2CC2)c1	-6	/	3	22	2	1	-10
CC(C)NC(=O)Nc1ccc2c(c1)C(=O)N([C@H](C)CO)C[C@@H](C)[C@@H](CN(C)S(=O)(=O)c1cccs1)OCCCC[C@@H](C)O2	0	0	0	-4	3	3	-8
Cc1cccc(NC(=S)NCC(c2cccnc2)N2CCOCC2)c1C (centres undefined)	5	/	-9	1	-2	-4	-5
CCCCn1c(N)c(N(CC)C(=O)c2ccccc2F)c(=O)[nH]c1=O	5	-15	4	10	0	7	4
CCCCN1C(=O)C(CC(=O)NC(c2ccccc2)c2ccccc2)CC(C(=O)N(C(C)C)C(C)C)=C1C (centres undefined)	-2	7	-2	12	-1	1	/
CC(C)c1c(C(=O)N/N=C/c2cccs2)nnn1-c1nonc1N	3	-22	/	-24	3	5	2
Cc1nn(C)c(C)c1N=Cc1c(O)ccc2ccccc12	/	6	10	/	4	2	7
CNC(=O)C1=C(C)Nc2nc3ccccc3n2C1c1cccc(OC)c1 (centres undefined)	?	2	-7	12	-2	1	/
Cc1cc(C)n2nc(-c3ccco3)nc2n1	14	2	16	-12	11	-19	1
CC1(C(=O)NS(=O)(=O)c2cccc(C#N)c2)CCN1C(=O)Cc1ccccc1 (centres undefined)	-6	-14	10	-11	-1	-5	/
New compounds follow.
SMILES	DENV2 CPE rescue	LGR2 antag	EWS-Fli inh	PAX8 inh HTS	Casp6 inh	SIRT5 inh	ARNT TACC3 PPI
CC(=O)NCCc1nc2ccccc2n1CCOc1ccccc1C	-2	2	3	18	0	-2	12
Fc1ccc(-c2nnc(SCc3cccnc3)o2)cc1	-7	-36	-74	-98	-3	-6	-4
COc1ccc(NS(=O)(=O)c2cc(NC(=O)CCc3ccccc3)ccc2N2CCOCC2)cc1	/	-2	16	10	-1	-2	-2
COc1ccc2c3c(n(C)c2c1)[C@H](CO)N(C(=O)CC1CC1)CC31CCN(C(=O)C2CCCC2)CC1	0	-14	-5	-6	3	-1	/
CCCCn1c(O)c(N=NC(=O)c2ccccc2NS(=O)(=O)c2cccs2)c2ccccc21	/	7	/	29	/	/	-2
O=C(COC(=O)c1ccccc1NC(=O)c1ccccc1)c1cccc([N+](=O)[O-])c1	/	19	/	6	/	/	-5
Cc1ccc(C)c(C(=O)CN2C(=O)c3ccccc3C2=O)c1	6	8	-5	-6	-6	1	-2
O=C1CCc2cc(S(=O)(=O)NCCc3ccc(Cl)cc3)cc3c2N1CC3	97*	10	2	3	-3	3	-3
COC(=O)[C@H](CO)NS(=O)(=O)c1ccc(C)cc1	0	-5	1	-12	-4	3	-1
C[C@H](CO)N1C[C@H](C)[C@@H](CN(C)Cc2ccc(Cl)c(Cl)c2)Oc2ccc(NC(=O)NC3CCCCC3)cc2C1=O	4	-3	7	/	1	9	4
CC(C)NC(=O)CSc1nnc2sc3ccccc3n12	8	2	-27	/	0	1	4
COc1ccc(Cc2n[nH]c(=S)n(N)c2=O)cc1	-5	-8	-1	-1	1	-3	-8
O=C(NC1CCC1)[C@@H]1[C@@H](CO)[C@@H]2Cn3c(ccc(-c4ccc(F)cc4)c3=O)[C@H]1N2Cc1cocn1	-8	-4	-4	-16	-1	-31	/
CCOc1ccc(/C=N/NC(=O)C2CC2)c(OCC)c1	-5	4	-16	-2	-1	5	-5
O=S(=O)(NCC(c1ccccc1)N1CCC(O)CC1)c1ccc(Cl)cc1 (centres undefined)	-3	13	/	10	-1	0	-2
CCCn1nc2cc(C(=O)NCc3ccccc3OC)ccc2c1OCC	-11	-2	-5	-28	2	/	-6
O=C(O)CC1(CC(=O)NCc2cc(F)cc3c2OCOC3)CCCCC1	-5	0	-2	5	2	-4	0
O=c1[nH]c(C2CCCN(S(=O)(=O)c3ccccc3)C2)nc2c1nnn2Cc1ccccc1Br (centres undefined)	4	-23	12	5	4	2	8
CC(C)Cc1ccc(C(C)C(N)=NCCc2ccccc2)cc1 (centres undefined)	33*	-4	34	13	8	-5	3
CC(=O)Nc1ccc(Nc2nc(C(F)(F)F)nc3c2nnn3Cc2ccccc2Cl)cc1	4	0	21	26	2	-6	-4
CCCCN(C)C(=O)Cn1nc(-c2ccc(Cl)cc2)ccc1=O	10	-3	1	23	2	-5	1
O=C(CC(c1ccccc1)c1ccccc1O)NCc1ccccc1 (centres undefined)	-3	18	3	3	-4	-4	-3
CCN(CC)CCC(=O)NN	11	-20	-7	6	-82	-1	/
CN(C(=O)CCN1C(=O)/C(=C/c2ccccc2)SC1=S)C1CCS(=O)(=O)C1 (centres undefined)	10	16	/	-7	0	-12	-5
CC(=O)c1ccc(S(=O)(=O)N2CCn3cccc3C2C)cc1 (centres undefined)	-2	-10	3	-8	1	-2	/
C[C@H](CO)N1C[C@H](C)[C@@H](CN(C)C(=O)NC2CCCCC2)Oc2ccc(NC(=O)C3CC3)cc2CC1=O	-7	1	-2	/	0	-2	1
CN(C(=O)c1ccccc1C(=O)OCC(=O)Nc1cccc(Br)c1)c1ccccc1	/	-13	-2	-4	1	-1	8

Entries of single compounds, looked up by structure.
Listed for `CC1(C(=O)NS(=O)(=O)c2cccc(C#N)c2)CCN1C(=O)Cc1ccccc1` (centres undefined) → DENV2 CPE rescue = -6; LGR2 antag = -14; EWS-Fli inh = 10; PAX8 inh HTS = -11; Casp6 inh = -1; SIRT5 inh = -5; ARNT TACC3 PPI = /
Listed for `CC(C)NC(=O)Nc1ccc2c(c1)C(=O)N([C@H](C)CO)C[C@@H](C)[C@@H](CN(C)S(=O)(=O)c1cccs1)OCCCC[C@@H](C)O2` → DENV2 CPE rescue = 0; LGR2 antag = 0; EWS-Fli inh = 0; PAX8 inh HTS = -4; Casp6 inh = 3; SIRT5 inh = 3; ARNT TACC3 PPI = -8
Listed for `Cc1nn(C)c(C)c1N=Cc1c(O)ccc2ccccc12` → DENV2 CPE rescue = /; LGR2 antag = 6; EWS-Fli inh = 10; PAX8 inh HTS = /; Casp6 inh = 4; SIRT5 inh = 2; ARNT TACC3 PPI = 7
